Compound activity from PubChem BioAssay.
JMJD2A Tudor inh – qHTS Assay for Inhibitors of JMJD2A-Tudor Domain | Lysine-specific demethylase 4A (Homo sapiens), O75164 | AlphaScreen JMJD2A-Tudor / H3K4me3 peptide binding | Potency, µM (doses to about 114 µM), without a hit: at the top dose activity change, negative = inhibition, hits mostly inhibitors | 4.4% of 390,000 active | AID 504339, 2011; note: potency is the fitted concentration of half-maximal effect; % is set by controls: 0 for no effect and ±100 for the full control effect; nearly all actives have a fitted effect of over 50% in size
Target sequence (O75164 whole entry, looked up, the tested form may be a part): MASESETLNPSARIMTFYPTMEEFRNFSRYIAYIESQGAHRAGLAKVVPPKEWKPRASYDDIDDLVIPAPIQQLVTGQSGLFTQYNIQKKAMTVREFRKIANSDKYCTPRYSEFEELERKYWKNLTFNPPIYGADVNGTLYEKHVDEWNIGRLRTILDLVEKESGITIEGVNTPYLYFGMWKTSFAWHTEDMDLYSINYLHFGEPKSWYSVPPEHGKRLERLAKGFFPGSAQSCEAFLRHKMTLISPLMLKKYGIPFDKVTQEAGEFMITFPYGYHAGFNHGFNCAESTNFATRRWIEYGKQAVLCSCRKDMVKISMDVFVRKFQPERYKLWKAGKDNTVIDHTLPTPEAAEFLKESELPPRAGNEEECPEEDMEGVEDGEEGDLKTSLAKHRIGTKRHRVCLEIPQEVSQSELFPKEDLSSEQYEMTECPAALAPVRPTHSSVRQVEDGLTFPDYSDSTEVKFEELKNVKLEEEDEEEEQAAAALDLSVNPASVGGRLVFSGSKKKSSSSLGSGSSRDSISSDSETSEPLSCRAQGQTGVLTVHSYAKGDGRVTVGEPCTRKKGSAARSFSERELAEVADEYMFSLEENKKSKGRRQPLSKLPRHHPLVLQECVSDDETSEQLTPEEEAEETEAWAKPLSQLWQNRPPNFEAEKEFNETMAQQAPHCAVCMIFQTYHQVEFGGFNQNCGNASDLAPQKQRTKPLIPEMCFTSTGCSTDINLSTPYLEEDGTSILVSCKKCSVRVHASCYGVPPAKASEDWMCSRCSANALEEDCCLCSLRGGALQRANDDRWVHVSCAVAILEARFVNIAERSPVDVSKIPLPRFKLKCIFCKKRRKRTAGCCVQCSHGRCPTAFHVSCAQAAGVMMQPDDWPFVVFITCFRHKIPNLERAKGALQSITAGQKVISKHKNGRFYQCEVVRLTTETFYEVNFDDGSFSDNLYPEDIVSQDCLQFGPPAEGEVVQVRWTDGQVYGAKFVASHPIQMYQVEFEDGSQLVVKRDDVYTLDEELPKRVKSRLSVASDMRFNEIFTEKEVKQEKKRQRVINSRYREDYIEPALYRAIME
Tb PGK inh – qHTS Assay to Find Inhibitors of Phosphoglycerate Kinase. PGK/GAPDH coupled, Kinase-Glo luminescence, 60 min. Potency, µM (doses to about 57.5 µM), inactives show top-dose activity change, negative = inhibition, most hits filed as inhibitors. Phosphoglycerate kinase, glycosomal (Trypanosoma brucei brucei), P07378. 0.043% of 380,000 active; note: potency is the fitted concentration of half-maximal effect; % is set by controls: 0 for no effect and ±100 for the full control effect; nearly all actives have a fitted effect of over 60% in size
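Recombinant glycosomal PGK reaction used 1,3-bisphosphoglycerate generated in-well by GAPDH (100nM final) in 100mM TEA pH 7.6, 5mM MgCl2, 0.01% Tween-20. After 60 minutes at room temperature, ATP was read by Kinase-Glo Plus luminescence end-point.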
G9a inh – qHTS Assay for Inhibitors of Histone Lysine Methyltransferase G9a; 8.8% of 350,000 active; G9a H3K9 monomethylation, AlphaScreen, 2 h; Potency, µM (top dose mostly 102 µM), for inactives: at the top dose activity, negative = inhibition, most hits filed as inhibitors; AID 504332, 2011; note: potency is the fitted concentration of half-maximal effect; % is set by controls: 0 for no effect and ±100 for the full control effect; nearly all actives have a fitted effect of over 75% in size
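Signal arises when biotinylated H3K9 peptide, once monomethylated, bridges streptavidin donor and antibody-captured acceptor beads. Enzyme at 20 nM was preincubated 15 min with test compounds; peptide 500 nM and SAM 20 uM then reacted for 2 h.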
Pin1 inhibitor – qHTS Assay to Find Inhibitors of Pin1; Pin1 FP peptide displacement, HiFluor488, 10 min; 0.009% of 390,000 active; Peptidyl-prolyl cis-trans isomerase NIMA-interacting 1 (Homo sapiens), Q13526; Potency, µM (titrated, usually from 115 µM), for inactives: at the highest dose activity, negative = inhibition, usual class: inhibitors; AID 504891, 2011; active = well fitted inhibition curve with a large enough effect in the polarisation, with a control signal flat, not every such curve was filed as active; inconclusive = small, poorly fitted or top-dose-only effect, or effect the other way, or a change in a side signal; inactive = no such curve, though single readings can be large or run the other way; the % refers to the polarisation; note: potency is the fitted concentration of half-maximal effect; % is set by controls: 0 for no effect and ±100 for the full control effect
POLH inh – qHTS for Inhibitors of Polymerase Eta | 1.2% of 390,000 active | recombinant Pol eta, fluorescent DNA replication assay | Potency, µM (titrated, usually from 114 µM), without a hit: at the highest dose activity change, negative = inhibition, actives largely listed as inhibitors | DNA polymerase eta (Homo sapiens), Q9Y253; note: potency is the fitted concentration of half-maximal effect; % is set by controls: 0 for no effect and ±100 for the full control effect
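Fluorescent replication assay: 50 nM final substrate added after a 15 min room-temperature compound preincubation with 10 nM enzyme. Signal taken at 0 min and again at 10 min.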
GLS inhibitor – qHTS for Inhibitors of Glutaminase (GLS) | Potency, µM (series often up to 45.5 µM), for the others: at the highest dose activity change, negative = inhibition, most hits filed as inhibitors | 0.21% of 410,000 active | AID 624170, 2012 | GLS enzymatic activity, qHTS titration; note: potency is the fitted concentration of half-maximal effect; % is set by controls: 0 for no effect and ±100 for the full control effect
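hKGA; 45 mM KH2PO4 pH 8.2 + 0.02% Tween-20; cpd via pin tool; 1 mM Gln soln; GluOx/HRP/Amplex Red; RT 30 min; fluor. t0 & final.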
PI4K2A block – qHTS for small molecular inhibitors of PI4K2A; Phosphatidylinositol 4-kinase type 2-alpha (Homo sapiens), Q9BTU6; purified PI4K2A, ADP-Glo luminescence, 1 h; stronger effect = lower value; activity change, negative = inhibition, % at 76.9 µM; 0.13% of 420,000 active; AID 1346378, 2018; in the data active = activity change below about -50%; inconclusive = mostly about -30% to -49%;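 note: -100% = wells without enzyme as full effect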
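ADP-Glo luminescence measured ADP generated by PI4K2A enzyme (4 ug/mL before mixing) with 1.2 mM PI substrate (pre-mix) and 300 microM ATP (pre-mix). Tris pH7.5 buffer with MgCl2, Triton X-100; 1 h reaction at ambient temperature.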
BAZ2B block – qHTS Assay for Inhibitors of BAZ2B. Bromodomain adjacent to zinc finger domain protein 2B (Homo sapiens), Q9UIF8. AlphaScreen BAZ2B-H3K14Ac peptide displacement. Potency, µM (doses to about 114 µM), inactives show top-dose activity change, negative = inhibition, actives largely listed as inhibitors. 4.4% of 360,000 active. AID 504333, 2011; note: potency is the fitted concentration of half-maximal effect; % is set by controls: 0 for no effect and ±100 for the full control effect; nearly all actives have a fitted effect of over 60% in size
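Compounds, titrated to a top concentration of 110 uM, were incubated 30 min at room temperature with preformed BAZ2B/acetyl-K14 H3 peptide complex (50 nM each). Proximity signal was measured by AlphaScreen after 20 min with beads.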
HP1b chromo inh – HTS for Inhibitors of HP1-beta Chromodomain Interactions with Methylated Histone Tails | Chromobox protein homolog 1 (Homo sapiens), P83916 | AlphaScreen HP1-beta / biotin-H3K9me3 peptide binding | Potency, µM (top dose mostly 114 µM), for the others: at the top dose activity change, negative = inhibition, hits mostly inhibitors | 0.56% of 390,000 active; note: potency is the fitted concentration of half-maximal effect; nearly all actives have a fitted effect of over 70% in size; inactives centre near 23
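AlphaScreen: HP1-beta (50 nM) preformed 30 min with biotin-H3(1-18)K9me3 peptide (50 nM) in PBS pH 7.4, 0.01% Tween-20. Compound added for 30 min at RT, then streptavidin donor/nickel chelate acceptor beads (10 ug/mL) for 30 min.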
* = called active by the depositor; i = inactive; ? = inconclusive; . = not tested or not shown; & = joins results of further samples; ! = not confirmed by another sample; [ ] = another dose, or the depositor's remark. Unless noted, calls come from the whole dose curve; as a rule, active = well fitted curve in the direction sought with a large enough effect; inconclusive = small, poorly fitted or top-dose-only effect, or another doubt; inactive = no such curve, though single readings can be large; an effect the other way counts as inactive or inconclusive. Only part of the results is shown; the hit share may differ from the screen's.

SMILES | JMJD2A Tudor inh | Tb PGK inh | G9a inh | Pin1 inhibitor | POLH inh | GLS inhibitor | PI4K2A block | BAZ2B block | HP1b chromo inh
CC(C)NC(=O)Cn1cc(C(=O)c2ccccc2F)c2ccccc21 | -7.2% | -3.5% | 2.1% | -2.4% | 6.5% | -4.1% | -0.9 | 9.8% | 40.2%[activator]
C[C@](N)(CCP(=O)(O)O)C(=O)O | 3.98µM* | 2.4% | 14.1µM*! | -8.1% | -0.2% | 8.0% | -0.7 | ? | -15.3%
COc1cccc(Cn2c(=O)oc3ccccc32)c1 | 9.1% | -0.1% | 20.4% | -10.9% | -6.9% | 1.0% | 3.3 | 11.5% | 41.5%[activator]
O=C(c1cc2cc(Br)ccc2[nH]1)N1CCC2(CC1)OCCO2 | -21.1% | -3.8% | 14.4%[0.0925 µM] | 17.1% | ? | 3.7% | -6.0 | -4.1% | 59.0%[activator]
O=C(NCc1ccccc1)c1cccn(Cc2cccc(Cl)c2)c1=O | 3.3% | -4.2% | 14.8% | ? | ? | -1.5% | -1.2 | 12.5% | 51.0%[activator]
Nc1ccc(N=Nc2ccccc2)cc1 | 44.7µM* | -4.1% | 44.7µM* | 1.2% | -8.0% | 10.8% | -1.9 | 22.4µM* | ?
C/C(CC(=O)N1CCN(C=O)CC1)=N\NC(=O)c1cccc([N+](=O)[O-])c1 | -14.4% | -4.4% | 20.2% | -0.1% | -15.8% | ? | 0.7 | ? | 11.7%
O=C1CN=C(c2cc([N+](=O)[O-])ccc2Cl)c2cc([N+](=O)[O-])ccc2N1 | -4.1% | i | . | -0.1% | -9.3% | 4.8% | -0.3 | . | 15.2%
COC(=O)c1ccc(N2C(=O)CC(N3CCC(O)(c4ccc(Br)cc4)CC3)C2=O)cc1 (stereo not drawn) | -8.6% | 1.6% | 11.2µM* | 12.8% | ? | 8.8% | -3.0 | 4.3% | 49.4%[activator]
COc1ccc(C(=O)CN2CCCCC2)cc1 | -3.4% | -0.6% | ? | -10.5% | 0.8% | 7.4% | -0.9 | -12.8% | 38.3%
CC(C)c1cccc(O)c(=O)c1 | -23.1% | -8.9% | 11.2µM*! | -1.4% | -9.0% | 14.5% | 1.5 | 56.2µM* | 49.0%[activator]
Cc1ccc(-n2c(C)nc3cc(Cl)ccc3c2=O)nc1 | -3.4% | 8.6% | 12.6%[2.33 µM] | -4.5% | 3.0% | 3.9% | 5.9 | 6.7% | 29.8%
C=CCn1c(O)c(/C(C)=N/NC(=S)Nc2ccccc2)c(=O)[nH]c1=O | ? | -4.5% | -124.3%[59 µM] | -58.0% | -2.1% | ? | -6.2 | -2.6% | 6.4%
CC(=O)Nc1cc(C(=O)N2CCC3(CC2)OCCO3)ccc1Sc1ccc(F)cc1 | -14.8% | 2.9% | 9.8% | -2.0% | -20.3% | 6.7% | 3.7 | 6.8% | 31.3%
C=CCn1c(O)c(C(C)=NCCCO)c(=O)[nH]c1=O | 13.0% | 5.6% | 1.9%[12.7 µM] | -6.7% | -4.7% | -1.9% | 19.9 | 5.7% | 35.4%
C#CCOCOCC#CCN(CC)CC | 4.7% | -4.9% | -2.8% | -6.1% | -4.5% | -1.3% | 3.0 | -33.4% | 27.4%
Cc1c(O)c(=O)ccn1C | 15.8µM* | i | 1.58µM*! | 3.8% | -5.5% | 25.6% | -2.5 | 44.7µM* | 45.8%[activator]
O=C(NCCc1ccc(Cl)cc1)c1ccc(CNc2c(N3CCOCC3)c(=O)c2=O)cc1 | -6.7% | i | -1.8% | 4.8% | -13.1% | 21.7% | -4.6 | -0.8% | 53.5%[activator]
O=C(Nc1ccccc1)N1CC2CC(C1)c1cccc(=O)n1C2 (stereo not drawn) | 4.3% | -8.7% | 5.2% | 3.9% | -10.9% | 0.1% | 0.1 | -9.0% | 30.6%
N#CCCn1cc(C(=O)Nc2ccc(F)cc2)c(-c2ccc([N+](=O)[O-])cc2)n1 | -25.8% | -2.3% | 4.1%[59 µM] | 3.6% | -15.6% | 7.9% | 3.7 | -12.4% | ?
CC(=O)OC1(c2ccccc2)CCN(C2CCCCC2)CC1C (stereo not drawn) | -13.6% | 0.0% | . | -3.3% | -11.4% | 2.4% | -1.3 | -0.1% | 21.1%
CN(C)c1ccc(C=C2C(=O)NC(=O)NC2=O)cc1[N+](=O)[O-] | -13.5%[11.4 µM] | i | ? | 3.4% | 3.9% | ? | -23.2 | . | 10.6%
CC(Oc1ccccc1)C(=O)Nc1ccc(C(=O)OCc2cc(=O)n3nc(C4CC4)sc3n2)cc1 (stereo not drawn) | -14.6% | -2.8% | 23.6%[59 µM] | ? | -15.7% | 6.8% | 2.2 | -11.6% | -12.1%
CC(=NCCCO)c1c(O)n(Cc2ccccc2)c(=O)[nH]c1=O | -12.2% | -10.6% | 7.9%[59 µM] | 8.4% | -0.6% | -3.8% | -2.1 | -2.1% | 10.0%
CN1[C@H]2CC[C@@H]1C(C(=O)N1CCOCC1)=C(O)C2 | -9.3% | -1.8% | 15.6%[2.33 µM] | 1.9% | -12.1% | -3.4% | 1.8 | 15.8% | 26.7%
COC[C@H]1OC(=O)c2coc3c2[C@@]1(C)C1=C(C3=O)[C@@H]2CCC(=O)[C@@]2(C)C[C@H]1OC(C)=O | -4.9% | -3.5% | 5.01µM* | ? | -8.5% | 30.6%[activator] | -17.9 | . | 25.4%
O=C(Nc1ccncc1)c1cccn(Cc2ccccc2)c1=O | -19.4% | -10.2% | 10.0% | -7.7% | -20.3% | 0.2% | 0.9 | -3.3% | 37.8%
O=C(CN1CCCCC1)c1cccc(Br)c1 | -4.8% | -6.2% | 8.91µM* | 1.5% | -5.3% | 3.6% | 4.2 | -4.3% | 44.6%[activator]
COc1cccc(OCCNC(=O)c2cc([N+](=O)[O-])cc([N+](=O)[O-])c2)c1 | -3.5% | -6.9% | ? | -2.0% | -14.2% | -3.1% | -0.7 | -31.9% | -6.7%
Cc1ccc(NC2=NCCCS2)cc1Cl | -1.4% | 2.2% | 22.4% | -5.8% | -8.1% | -4.5% | -0.3 | -0.2% | 9.1%
CC1(C)C(=O)CCC2C1=CCC1C2CCC2(C)C(O)CCC12 (stereo not drawn) | -13.7% | i | . | -3.9% | -15.7% | -8.7% | -2.2 | . | 30.9%
CCN(CC)CCC(=O)O[C@H]1CC[C@]2(C)C3CC[C@@]4(C)C(CC[C@]4(C)O)C3CC[C@H]2C1 (stereo partly drawn) | -13.9% | 2.8% | . | -5.3% | -15.8% | 20.4% | -3.4 | . | 11.5%
COc1cccc(-n2c(/C=C/c3ccc(O)c(O)c3)nc3ccccc3c2=O)c1 | ? | -10.5% | 44.7µM* | 73.4%[activator] | 28.2µM* | 17.2% | -2.8 | ? | -16.9%
O=C(O)C1C2CCC(O2)C1C(=O)Nc1cccc(Br)c1 (stereo not drawn) | 5.8% | -5.1% | 22.9% | -3.6% | -19.3% | 6.5% | -1.0 | 11.3% | 31.0%
CCOP(=O)(Cc1ccccc1)OCC | 0.0% | i | 4.8%[2.33 µM] | -10.9% | -9.1% | 1.4% | 4.3 | -0.4% | 39.2%[activator]
C[C@H]1CCC[C@@H](O)CCC/C=C/c2cc(O)cc(O)c2C(=O)O1 | -8.2% | 2.9% | 12.2% | 1.8% | -9.1% | 15.4% | -2.0 | -2.6% | 21.9%
CCN(CC)P(=O)(/C=C(\Cl)c1ccccc1)/C=C(\Cl)c1ccccc1 | -17.2% | -0.8% | ? | -0.8% | -4.9% | 7.5% | -2.3 | -24.9% | 27.0%
O=C(C(=O)N1CCOCC1)c1cn(Cc2c(F)cccc2Cl)c2ccccc12 | 5.5% | -1.7% | -5.0% | -1.4% | -8.2% | -8.5% | 3.9 | -6.8% | 31.6%
c1cncc(CNC2=NCCC2)c1 | 0.0%[57.1 µM] | 6.7% | 11.8%[59 µM] | -10.3% | -15.5% | -7.6% | 2.1 | 7.8% | 41.6%[activator]
O=C(NCC1=C(c2ccc3ccccc3c2)C[C@@H]2CC[C@H]1N2Cc1ccco1)c1cccs1 | . | 3.3% | . | . | -17.5% | 0.6% | -3.2 | . | .
NC(C(=O)O)c1cc(=O)[nH]o1 (stereo not drawn) | -2.2% | 9.3% | 0.2%[59 µM] | 2.9% | -9.8% | -1.7% | 0.4&2.2 | 39.4%[activator] | 36.8%[activator]
C(#CCN1CCOCC1)COCC#Cc1ccccc1 | ? | -1.7% | ? | -2.2% | -4.3% | -2.1% | -4.7 | ? | 36.8%
Cc1nnc(N2CCC(C(=O)NCc3ccc(N(C)C)cc3)CC2)c2nn(-c3ccccc3)c(C)c12 | ? | -7.8% | -44.3%[59 µM] | 4.9% | -0.7% | -32.4% | 3.3 | ? | -9.3%
